CHT PAM: CHT positive allosteric modulators, primary screen, cell-based, membrane potential dye, choline EC20; High affinity choline transporter 1 (Homo sapiens), Q9GZV3; B-score at 10 µM; hit rate 0.49% among 310,000; AID 488977, 2010; CHT-expressing cells; stronger effect = higher value; LV-AA mutant CHT in HEK293 cells;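 active means initial fluorescence not abnormally high and integrated response B-score, plate-corrected, over 3 SD above library mean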
Target sequence (Q9GZV3 whole entry, looked up): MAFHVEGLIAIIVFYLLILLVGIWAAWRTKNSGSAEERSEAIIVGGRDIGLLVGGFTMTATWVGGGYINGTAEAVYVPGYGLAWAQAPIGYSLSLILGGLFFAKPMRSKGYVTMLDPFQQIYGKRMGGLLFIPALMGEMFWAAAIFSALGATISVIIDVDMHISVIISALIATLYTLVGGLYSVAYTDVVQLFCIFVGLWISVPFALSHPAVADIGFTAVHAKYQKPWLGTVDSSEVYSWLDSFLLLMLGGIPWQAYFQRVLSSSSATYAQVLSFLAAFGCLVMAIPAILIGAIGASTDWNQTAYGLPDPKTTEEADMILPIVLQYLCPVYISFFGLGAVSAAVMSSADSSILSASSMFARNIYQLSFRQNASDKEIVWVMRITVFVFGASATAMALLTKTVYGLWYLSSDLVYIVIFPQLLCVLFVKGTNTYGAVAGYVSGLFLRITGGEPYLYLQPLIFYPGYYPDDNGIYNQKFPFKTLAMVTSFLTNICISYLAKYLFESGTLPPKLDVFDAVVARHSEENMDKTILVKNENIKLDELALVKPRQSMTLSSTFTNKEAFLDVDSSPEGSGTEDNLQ
OX1R antag: OX1R (HCRTR1) antagonists, primary screen, fluorescence, CHO/OX1R cells, Fluo-8 calcium, orexin A; Fluo-8 calcium fluorescence; hit rate 0.43% among 330,000; inhibition, % at 5 µM; Orexin/Hypocretin receptor type 1 (Homo sapiens), O43613;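 active means inhibition above its plate's threshold, mean inhibition of all tested compounds on the plate plus 3 SD, cut at about 37% in these data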;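 further: 0% = orexin A challenge wells and 100% = SB-334867-A antagonist wells; not every result past the cut was called active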
Target sequence (O43613 whole entry, looked up): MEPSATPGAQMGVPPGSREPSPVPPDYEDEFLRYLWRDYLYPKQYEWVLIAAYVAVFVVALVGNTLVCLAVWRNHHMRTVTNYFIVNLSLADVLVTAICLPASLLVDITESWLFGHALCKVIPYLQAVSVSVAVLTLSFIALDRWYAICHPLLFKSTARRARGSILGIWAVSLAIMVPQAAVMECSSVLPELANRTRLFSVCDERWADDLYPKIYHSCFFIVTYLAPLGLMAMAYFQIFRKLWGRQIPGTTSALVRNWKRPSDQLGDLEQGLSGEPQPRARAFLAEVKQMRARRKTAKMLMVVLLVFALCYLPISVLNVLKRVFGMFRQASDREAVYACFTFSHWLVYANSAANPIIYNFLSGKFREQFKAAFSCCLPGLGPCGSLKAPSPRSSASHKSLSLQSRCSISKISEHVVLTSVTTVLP
* = called active by the depositor; i = inactive; . = not tested or not shown.

SMILES	CHT PAM	OX1R antag
C#CCOCCOCCOCCNc1nc(N2CCN(C(=O)[C@H](CCC(=O)O)n3cc(CN)nn3)CC2)nc(N2CCN(C(=O)[C@H](CCCCN)n3cc([C@@H](N)CC(N)=O)nn3)CC2)n1	.	-15
CC(C)c1onc(C(=O)NCc2ccc(Cl)cc2)c1[N+](=O)[O-]	i	-16
COc1cccc(NC(=O)Nc2ccc3nsnc3c2)c1	i	32
Brc1ccccc1OCCCCn1cnc2ccccc21	i	19
COC(=O)[C@H](Cc1ccccc1)NC(=O)N1CCC(C)CC1	i	-13
CCOc1ccc(S(=O)(=O)N2CCN(Cc3ccc4c(c3)OCO4)CC2)cc1C	i	-16
CCCCCN(C(=O)CCC(=O)OCCOc1ccc(OC)cc1)c1c(N)n(CCCC)c(=O)[nH]c1=O	i	-26
CCOC(=O)c1ccc[n+](CC(=O)c2ccc(NC(=O)c3ccccc3)cc2)c1	i	-24
COc1ccc(/C=C2\SC(N3CCCCC3)=NC2=O)cc1OC	i	-3
CCOc1ccccc1NC(=O)CSC1=NN2CCCC(=O)N=C2S1	i	-21
CCOC(=O)/C=c1\s/c(=C\c2ccc(C(=O)OC)cc2)c(=O)n1CC(=O)Nc1ccccc1	i	-18
O=C(Nc1cccc(S(=O)(=O)N2CCCCCC2)c1)C1CCN(C(=O)c2ccc(Cl)cc2)CC1	i	-23
O=C(COC(=O)CN1C(=O)c2ccccc2C1=O)Nc1ccccc1	.	-2
C=CCn1c(=O)/c(=C\c2ccccn2)s/c1=C(/C#N)C(=O)NCC1CCCO1 (stereo not given)	i	-26
O=C(NC(=S)N1CCCCC1CO)C12CC3CC(CC(C3)C1)C2 (stereo not given)	i	-14
Cc1ccc(-n2[nH]c(C)c(C=Nc3ccc(S(=O)(=O)Nc4nccs4)cc3)c2=O)c(C)c1	i	-2
Cc1cc(C)cc(N(CCC#N)C(=O)COC(=O)c2ccccc2SCC(=O)N2CCCC2)c1	i	.
CCOC(=O)c1c(NC(=O)C(C)Sc2c[nH]c3ccccc23)sc2c1CCC2 (stereo not given)	i	-26
O=C(CSc1nnc(CNC(=O)c2c(F)cccc2F)o1)NCc1ccccc1	i	2
O=c1cnc(-c2ccc(Cl)cc2)cn1O	i	-6
CCCCCNC(=O)c1ccc2c(=O)n(CC3CCCO3)c(=S)[nH]c2c1 (stereo not given)	i	-11
CC1CC(C)CN(CCCNC(=O)COc2cc(=O)n(C)c3ccccc23)C1 (stereo not given)	i	-13
CC(C)(C)C1CCC(=NOC(=O)c2ccc(F)cc2)CC1 (stereo not given)	i	-21
CCOc1ccc(/C=C/c2nc(C#N)c(NCCCOC)o2)cc1	i	-26
CS(=O)(=O)Nc1ccc(S(=O)(=O)N2CCCC2)cc1	i	3
COc1ccc(Cn2nnnc2C(c2cccs2)N2CCN(c3ccccc3)CC2)cc1 (stereo not given)	i	-23
Cc1cccc(/C=N/Nc2ccc3ccccc3n2)c1	i	-33
Cc1ccc(NC(=O)CSc2nc(C)c(Cc3ccccc3)c(=O)[nH]2)cc1	i	-19
CCCCCCCCCC(=O)Nc1cccnc1	i	-21
CCc1cccc(NC(=O)C(NC(=O)C2CCCCC2)C(C)C)c1 (stereo not given)	i	-12
CCc1cc(=O)oc2cc(C)cc(OC(C)C(=O)NC3CC(C)(C)NC(C)(C)C3)c12 (stereo not given)	i	-7
CSCCC(NC(=O)c1ccco1)C(=O)N1CCCC(C(F)(F)F)C1 (stereo not given)	.	-12
CCCCOc1ccc(C(=O)Nc2cccc(C)n2)cc1	i	-22
CC(C)c1nc2cc(C(=O)N3CCNC(=O)C3c3ccc(F)cc3)ccc2o1 (stereo not given)	i	-11
CN(CC(=O)Nc1cccc(F)c1)C(=O)CNS(=O)(=O)c1ccc(N(C)C)c([N+](=O)[O-])c1	i	-16
O=C1OCCN1C(=O)[C@H]1[C@H](c2ccc(F)cc2)C(c2cccc(Cl)c2)=NN1c1ccc(Br)cc1	.	-4
CCOC(=O)Cn1c(=O)oc2cc(S(=O)(=O)N(C)c3ccc(OC)cc3)ccc21	i	-17
CC(Sc1nnc(-c2ccccc2)c(-c2ccccc2)n1)C(=O)NCC1CCCO1 (stereo not given)	.	-37
C=CCn1c(O)c(N=NC(=O)CNC(=O)/C=C/c2ccco2)c2ccccc21	i	-19
COc1ccc(C(CNC(=O)COc2ccccc2OC)N2CCCCC2)cc1 (stereo not given)	i	-39
CCOC(=O)C1(CC2CCCCO2)CCN(Cc2nc3ccccc3nc2C)CC1 (stereo not given)	i	-36
CC1(C)CC2CC(C)(CN2S(=O)(=O)c2ccc(C(=O)Nc3cccc(S(=O)(=O)N4CCOCC4)c3)cc2)C1 (stereo not given)	i	2
CCC(C)(O)c1[nH]c2ccc(C(=O)OC)cc2c1C (stereo not given)	i	-12
COc1ccc2cc(OCC(=O)NNC(=O)Nc3ccc(F)cc3)ccc2c1	i	12
COc1ccc(S(=O)(=O)NNC(=O)c2csc(-n3nc(C)cc3C(F)(F)F)n2)cc1OC	i	-13
Cc1noc(C(=O)Nc2ccc(F)c(Cl)c2)c1Cl	i	-16
CN(C)S(=O)(=O)c1cccc(NC(=O)c2cc(=O)[nH]c3ccccc23)c1	i	-13
COC(=O)c1ccc(NC(=O)C(=O)c2cccn2C)cc1	i	-28
COc1ccc(N2CCN(CCCn3c(=S)[nH]c4ncccc4c3=O)CC2)cc1	i	-32
Cc1cccc(S(=O)(=O)Nc2ccc(-c3ccc4nncn4n3)cc2)c1	i	-9
CC(C)(C)c1cc(CN(CCO)CCO)c(O)c(C(C)(C)C)c1	i	-16
CCCC(NC(=O)C(C)N1CCN(S(=O)(=O)c2ccccc2)CC1)c1ccccc1 (stereo not given)	.	-21
COC(=O)CCc1c(C)nn(-c2ccccc2)c1C	i	-2
CCCCCCNC(=O)Nc1ccccc1	i	-14
Cc1nc(Nc2ccc(O)cc2)c2c3c(sc2n1)CCCC3	i	-12
COCCOc1ccc(C(F)(F)F)cc1NC(=O)COC(=O)C12CC3CC(CC(O)(C3)C1)C2	i	-20
CCN(CC)S(=O)(=O)c1ccc(N2CCOCC2)c(NC(=O)C2CC2)c1	i	-8
c1ccc2c(c1)CCCN2Cc1nnnn1CC1CCCO1 (stereo not given)	i	-17
CCN(CC)C(NC(=O)c1ccccc1)C(=O)c1ccccc1 (stereo not given)	i	-17
O=C(COC(=O)Cn1nnc(-c2ccccc2)n1)Nc1ccccc1Br	.	13

Grouped by structure, the compounds so far containing a furan ring, fused or not
SMILES	CHT PAM	OX1R antag
CSCCC(NC(=O)c1ccco1)C(=O)N1CCCC(C(F)(F)F)C1 (stereo not given)	.	-12
C=CCn1c(O)c(N=NC(=O)CNC(=O)/C=C/c2ccco2)c2ccccc21	i	-19

By substructure: the compounds so far with a cyano group
SMILES	CHT PAM	OX1R antag
C=CCn1c(=O)/c(=C\c2ccccn2)s/c1=C(/C#N)C(=O)NCC1CCCO1 (stereo not given)	i	-26
Cc1cc(C)cc(N(CCC#N)C(=O)COC(=O)c2ccccc2SCC(=O)N2CCCC2)c1	i	.
CCOc1ccc(/C=C/c2nc(C#N)c(NCCCOC)o2)cc1	i	-26

(listing goes on)
SMILES	CHT PAM	OX1R antag
CCOC(=O)C1=NNC2(c3ccccc3)C(=O)N(c3cccc(Br)c3)C(=O)C12 (stereo not given)	i	-15
CCCc1nnc(NC(=O)CCC(=O)N2CCCCCC2)s1	i	-16
CCn1c(SCC(=O)NNC(=O)c2ccc(OC)cc2)nnc1C(C)C	i	0
CCCSc1nc(C)c(CC(=O)O)c(=O)[nH]1	i	0
Cc1ccc(C(C(=O)NC(C)(C)C)N(CC2CCCO2)C(=O)c2csnn2)cc1 (stereo not given)	i	-23
COc1cccc(-n2c(SCC(=O)NCC3CCCO3)nc3c([nH]c4ccccc43)c2=O)c1 (stereo not given)	i	-16
CCCN(CCC)CC(=O)NCC1(c2ccccc2)CCOCC1	i	-24
O=C(NCc1ccccc1)c1ncn(Cc2ccccc2)c1C(=O)NCc1ccccc1	.	-4
NC(=O)CCn1c2ccccc2c2ccccc21	i	-9
O=C(/C=C/c1ccc(O)c(O)c1)c1ccc(S(=O)(=O)N2CCCCCC2)cc1	i	1
COc1cccc(NC(=O)CN(C)C(=O)COc2ccc3ccccc3c2)c1	i	-14
O=S(=O)(Cc1ccccc1)N1CCC(c2nc(-c3cccs3)no2)CC1	i	-8
C/C(=C/C(=O)N1CCc2ccccc21)C(=O)O	i	-3
COc1cc(NC(=O)c2cccs2)c(OC)cc1NC(=O)Nc1ccc(F)cc1	i	.
CCCCCN(C(=O)CCC(=O)OC(C)C(=O)c1ccccc1)c1c(N)n(CCCC)c(=O)[nH]c1=O (stereo not given)	i	-18
O=C(COc1ccccc1)N=C1SC2CS(=O)(=O)CC2N1c1ccc(F)cc1F (stereo not given)	i	-26
Cn1c(CSc2nc3ccccc3s2)nnc1SCC(=O)NCc1cccnc1	i	-18
COc1cc(NC(=O)Cc2cccs2)c(C(=O)O)cc1OC	i	-4
COc1ccc(/C=N/N=C2/NC(=O)C(CC(=O)NC(C)C)S2)cc1 (stereo not given)	i	-3
Cc1ccsc1C1NC(=O)c2ccccc2N1 (stereo not given)	i	-10
COc1ccc(C(=O)c2c[nH]c3ccccc23)cc1	i	4
CCOc1ccc(/C=N/Nc2ccc(C(F)(F)F)cc2[N+](=O)[O-])cc1O	i	-10
CCn1c(SCC(=O)O)nnc1-c1ccccc1OC	i	1
O=C(NS(=O)(=O)c1ccccc1)c1ccccc1	i	1
O=C(Nc1ccc(NS(=O)(=O)c2ccccc2)cc1)c1ccccc1Cl	.	3
O=C(COC(=O)Cn1ccc(=O)[nH]c1=O)Nc1ccc(F)cc1	.	9
N#C/C(=C\c1ccccc1OCc1ccc(C(=O)O)cc1)c1ccccc1	i	4
CC(C)(C)c1ccc(C(=O)Nc2nnc(Cc3c[nH]c4ccccc34)s2)cc1	i	-32
COc1cc(C(=O)N/N=C/c2ccc(OC)c(CN3CCN(c4ccc(F)cc4)CC3)c2)ccc1O	i	-17
Cc1ccc(S(=O)(=O)N2CCC(C(=O)NNC(=O)c3ccc(F)cc3)CC2)cc1	i	-14
OC(CNCCNc1ncccc1C(F)(F)F)COc1ccc(F)cc1 (stereo not given)	i	-12
CC(=O)c1cccc2c(O)c(C3=Nc4ccccc4C3=O)[nH]c12	i	-11
Cc1ccc(-c2nnc3n2N=C(c2ccccc2Br)CS3)cc1	i	-25
O=S(=O)(NCCc1csc(-c2ccc(C(F)(F)F)cc2)n1)c1ccc2c(c1)OCCO2	i	-23
Cc1cccc(C(C)C)c1NC(=O)c1cccnc1	i	3
CC1CC1C(=O)OCC(=O)Nc1ccc(Cl)cn1 (stereo not given)	.	0
O=C(Nc1ccc(N2CCOCC2)cc1)c1nc2ccccc2s1	i	11
COc1cc(OC)cc(C(=O)NC2CCN(CC(=O)Nc3cccc4ccccc34)CC2)c1	i	-34
COC(=O)c1ccc2c(c1)NC(=O)C(N1CCCCC1)S2 (stereo not given)	i	-1
O=C1NC[C@H](c2ccccc2)OC(=O)[C@H](Cc2ccc(F)cc2)C/C=C\C[C@@H]1CC(=O)N(CCO)Cc1ccccc1	.	18
COc1ccc(N(CC(=O)NCCSCc2cccc(Cl)c2)S(C)(=O)=O)cc1	i	-21
CCOC(=O)C(Cc1c(F)cccc1F)(NC(C)=O)C(=O)OCC	i	1
Cc1ccc(C(=O)NCC(=O)OC(C)C(=O)Nc2ccc(N(C)C)cc2)s1 (stereo not given)	i	-21
O=C(NCc1ccccc1CN1CCCC1)c1cccc(S(=O)(=O)Nc2ccc(F)cc2)c1	.	-9
COc1ccc(CCC(=O)Nc2ccc3c(c2)OCCO3)cc1	i	18
COc1ccc(OC)c(NC(=O)CNC(=O)Cn2c(C)cc3ccccc3c2=O)c1	i	-16
Cc1cc(Br)ccc1SCC(=O)OC/C(O)=C(\C#N)c1nc2ccccc2[nH]1	i	-9
Fc1ccc(Oc2ccnc(Cl)n2)c(Cl)c1	i	-18
CC(C)(C)C(=O)Nc1nnc(SCC(=O)NC2CCCC2)s1	i	-10
CCOC(=O)C1(CCc2ccccc2)CCN(C(=O)CCc2cnn(C)c2)CC1	i	-52
O=C(NCc1ccccc1)c1cc2ccc(O)cc2oc1=O	i	-7
COc1ccc(NC(=O)COc2ccc(/C=N/NC(=O)c3cccnc3)cc2OC)cc1	i	-16
CCOC(=O)c1ccc(NS(=O)(=O)c2c(N)[nH]c(=O)[nH]c2=O)cc1	i	-4
CC(=O)c1cc(F)c(N2CCCC2)cc1C	i	-13
Cc1cc(C(=O)Nc2c(F)cc(F)cc2Br)no1	i	-15
Cc1ccc(S(=O)(=O)Cc2c(C)noc2C)cc1	i	-10
CCC(=O)Nc1nc(N)n(-c2ccccc2)n1	i	-8
CC(C)[C@H](N)c1nnc(SC/C=C/c2ccccc2)o1	i	-4
O=C(NCCCN1CCCC1)c1ccc2c(c1)N(Cc1ccccc1)CCS2	i	-20
Cc1cccc(-n2c(SCC(=O)Nc3nonc3C)nnc2-c2ccoc2C)c1	i	-47

Single records, as listed above. Values in the order: CHT PAM | OX1R antag
COc1ccc(OC)c(NC(=O)CNC(=O)Cn2c(C)cc3ccccc3c2=O)c1 is listed with i | -16
Cc1cc(C(=O)Nc2c(F)cc(F)cc2Br)no1 is listed with i | -15
CC(C)[C@H](N)c1nnc(SC/C=C/c2ccccc2)o1 is listed with i | -4
CCC(=O)Nc1nc(N)n(-c2ccccc2)n1 is listed with i | -8
CC(=O)c1cc(F)c(N2CCCC2)cc1C is listed with i | -13

Shown with values under each structure: entries from further up
Fields – CHT PAM	OX1R antag
COc1ccc(OC)c(NC(=O)CNC(=O)Cn2c(C)cc3ccccc3c2=O)c1
  i	-16
Cc1cc(Br)ccc1SCC(=O)OC/C(O)=C(\C#N)c1nc2ccccc2[nH]1
  i	-9
Fc1ccc(Oc2ccnc(Cl)n2)c(Cl)c1
  i	-18

Screening results: PubChem BioAssay, several laboratories
